High-throughput results as filed in PubChem.
RAD54 branch: inhibitors of human RAD54 branch migration, primary screen, biochemical, fluorescence, single point | DNA repair and recombination protein RAD54-like (Homo sapiens), Q92698 | RAD54 Holliday junction branch migration, FAM/BHQ fluorescence | inhibition, % at 10.4 µM | 360,000 tested, 0.14% active;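 active = mean normalized replicate activity at least 40 and at least half of replicates scoring 40 or more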;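 note: 0% = median of neutral control wells and 100% = median of positive control wells; inhibitors cause a drop in the FAM fluorescence signal; in these data hits start at about 50%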
RAD52 inh: RAD52 DNA annealing inhibitors, primary screen, biochemical, FRET, single point, set 2; recombinant RAD52 DNA annealing, FRET fluorescence; 360,000 tested, 0.46% active; inhibition, % at 18.7 µM;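 active = every replicate showing at least 50% inhibition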
Target sequence (P43351 whole entry, looked up): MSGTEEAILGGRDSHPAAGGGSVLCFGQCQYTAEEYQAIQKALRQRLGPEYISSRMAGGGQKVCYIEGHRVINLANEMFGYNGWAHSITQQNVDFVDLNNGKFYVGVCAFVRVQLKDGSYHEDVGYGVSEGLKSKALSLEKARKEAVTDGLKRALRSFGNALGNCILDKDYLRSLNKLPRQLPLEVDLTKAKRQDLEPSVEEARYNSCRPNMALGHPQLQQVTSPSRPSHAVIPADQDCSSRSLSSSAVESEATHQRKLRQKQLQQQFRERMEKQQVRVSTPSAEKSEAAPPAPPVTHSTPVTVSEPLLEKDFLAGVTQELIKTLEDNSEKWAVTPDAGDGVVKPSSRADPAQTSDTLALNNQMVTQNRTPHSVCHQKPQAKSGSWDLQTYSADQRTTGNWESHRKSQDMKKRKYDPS
FN deposition inh: inhibitors of fibronectin matrix deposition, primary screen, AH1F cells, Alexa488-fibronectin fluorescence, plate reader. inhibition, % at 12.6 µM. AH1F fibroblasts, overnight. AID 743247, 2014. 350,000 tested, 0.086% active;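 active = mean inhibition across replicates of 30% or more, regardless of how many single replicates reach that level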;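 note: positive control wells lacked labelled fibronectin entirely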
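Material: AH1F fibroblasts assembling fluorescent fibronectin matrix; amount: 10000 AH1F cells/well; medium: DMEM, 2% serum; reagent: Alexa488-fibronectin, 24 nM final in well; dosing: single compound dose, delivered by pin transfer; incubation: 1 h adhesion, overnight exposure; detection: fluorescence after three HBSS washes, excitation 485 nm, emission 525 nm; measure: fibronectin deposition inhibition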
XiGFP reactiv: activators of inactive X chromosome reactivation, primary screen, imaging, XiGFP fibroblasts, GFP high-content imaging, set 2. AID 743238, 2013. XiGFP mouse fibroblasts, % GFP-positive cells imaging, 3 d; cells co-treated with 5-aza-dC sensitizer; scaled so ellipticine positive control = 100%. 360,000 tested, 0.055% active. activation, % at 7.58 µM;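 active = mean normalized replicate activation at least 10% and every replicate at or above 10%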;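 note: 0% = median of on-plate neutral control wells and 100% = ellipticine 6 µM median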
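Assay system – SV40-immortalized XiGFP fibroblast cells, line 68-5-11 · Buffer or medium – DMEM supplemented with 5-aza-dC as sensitizing agent · Dosing – one concentration, pinned · Benchmarks – positive control ellipticine, 6 µM final · Times – 3 days compound exposure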
EWS-Fli inh: EWS/Fli-driven NR0B1 reporter inhibitors, primary screen, A673 cells, NR0B1 luciferase, luminescence, MLPCN library | viability-normalised | inhibition, % at 12.6 µM | 350,000 tested, 0.67% active;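 active = mean inhibition of at least 50% after viability correction, with every replicate also passing that limit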;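 note: firefly luciferase signal divided by Alamar Blue viability fluorescence both relative to DMSO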
S100A4 MyoIIA: inhibitors of S100A4-myosin IIA peptide binding, primary screen, biochemical, fluorescence polarization, TAMRA-MyoIIA peptide; inhibition, % at 10.7 µM; AID 652163, 2013; Protein S100-A4 (Homo sapiens), P26447; 360,000 tested, 0.14% active;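 active = mean inhibition of at least 70% across replicates, with every replicate also reaching that level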
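Material: S100A4 monomer protein / Buffer or medium: 50 mM HEPES pH 7.2, 10 mM CaCl2, 100 mM KCl / Times: 5 min incubation before reading / Benchmarks: neutral control DMSO, positive control TFP / Reagent: labelled myosin peptide probe, 5 nM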
esBAF inh: Bmi1 luciferase reporter increase in mESCs, primary screen, esBAF inhibitor project, mouse ES cells, Bmi1 luciferase knock-in, single point | AID 602393, 2012 | reporter increase, % at 12.5 µM | 24 h; 100% = twice the neutral-well signal | 350,000 tested, 2% active; in the data active = activation above about 40%;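 note: 0% = median of the plate's neutral control wells and 100% = double that signal; a rise in the Bmi1 reporter signal indicates esBAF inhibition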
E-selectin induc: E-selectin induction in HUVECs, primary screen, imaging, HUVEC, immunofluorescence imaging, single point; 260,000 tested, 0.37% active; AID 686992, 2013; activation, % at 7.58 µM; P16581; normalized: neutral wells 0, TNF-alpha wells 100;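 active = mean E-selectin-positive cell signal at least 10% of the positive control, reached in at least 60% of replicates, without over 20% cell loss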;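 note: in these data hits start at about 27%; measured in HUVEC primary endothelial cells; signal is the percent of cells scored E-selectin positive by PE staining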
Target sequence (P16581 whole entry, looked up): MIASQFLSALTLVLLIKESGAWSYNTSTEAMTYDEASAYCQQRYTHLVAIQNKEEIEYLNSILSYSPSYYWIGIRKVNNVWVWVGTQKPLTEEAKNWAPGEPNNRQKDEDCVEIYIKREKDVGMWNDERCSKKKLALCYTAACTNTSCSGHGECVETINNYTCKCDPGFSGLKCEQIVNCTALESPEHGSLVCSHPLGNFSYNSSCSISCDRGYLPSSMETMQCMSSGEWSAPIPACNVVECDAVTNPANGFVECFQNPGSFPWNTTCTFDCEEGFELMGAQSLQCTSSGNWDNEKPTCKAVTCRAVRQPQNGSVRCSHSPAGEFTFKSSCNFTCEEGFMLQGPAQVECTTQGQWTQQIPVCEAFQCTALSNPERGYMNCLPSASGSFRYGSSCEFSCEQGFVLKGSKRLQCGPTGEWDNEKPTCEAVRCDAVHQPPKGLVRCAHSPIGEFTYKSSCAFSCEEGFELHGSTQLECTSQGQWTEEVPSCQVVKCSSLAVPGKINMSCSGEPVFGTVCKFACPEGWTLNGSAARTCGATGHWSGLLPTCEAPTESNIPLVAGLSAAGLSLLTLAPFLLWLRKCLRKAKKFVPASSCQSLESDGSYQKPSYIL
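Assay system: HUVEC, human umbilical vein endothelial cells / Amount: 3,000 HUVEC/well / Controls: TNF-alpha positive control, DMSO neutral control / Compound dosing: single concentration / Medium: EGM-2 over gelatin coat / Evaluation: percent E-selectin-positive cells / Signal: immunofluorescence imaging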
An asterisk follows results filed as active; . = not tested or not shown.

The line under a structure holds: RAD54 branch	RAD52 inh	FN deposition inh	XiGFP reactiv	EWS-Fli inh	S100A4 MyoIIA	esBAF inh	E-selectin induc
Cc1cc(F)ccc1NC(=O)CCCN(C)S(=O)(=O)c1ccc(F)cc1
  -15.6	16.5	5.6	0.0	1.1	-13.9	.	.
Cc1cc(C)n(-c2nnc(NCc3ccc(Cl)cc3)nn2)n1
  .	-12.9	5.6	0.0	4.1	2.4	.	.
CCOC(=O)c1cc(-c2ccccc2)sc1NC(=O)CN1C(=O)NC(CC)(c2ccccc2)C1=O (stereo not given)
  -1.0	-22.3	-3.0	.	.	0.4	-1.4	.
Cc1cc(C)n2nc(SCC(=O)NC(=O)NCc3ccco3)nc2n1
  .	-20.4	.	0.0	2.6	-2.4	-2.5	.
Cc1nn2c(-c3ccc(F)cc3)ccnc2c1Br
  -7.8	-9.9	2.8	0.0	8.7	-2.7	9.1	-0.1
O=C(c1ccccc1F)N1CC(=O)N2[C@@H](CO)[C@H](c3ccc(-c4cccnc4)cc3)[C@@H]2C1
  .	7.6	.	0.2	0.9	-15.0	.	0.2
Cc1cc2nc(-c3ccc[nH]c3=O)n(Cc3ccc(F)cc3)c2cc1C
  0.0	-23.3	0.4	0.0	-17.4	-2.8	19.8	-0.4
COc1ccc2c(c1)c(C(=O)CN1CCCCC1)c(C)n2C
  19.2	9.3	-0.7	0.3	6.8	-2.8	.	.
Cc1cccc(NC(=O)c2nc[nH]c2C(=O)Nc2ccccc2[N+](=O)[O-])c1
  .	-1.7	-11.5	0.1	-8.0	-3.5	.	.
COc1cc(OC)c(N(C)S(=O)(=O)c2cccc(C(=O)Nc3nccs3)c2)cc1Cl
  -0.3	-17.7	4.2	0.0	7.1	-13.7	-5.7	0.4

The line under a structure holds: RAD54 branch	RAD52 inh	FN deposition inh	XiGFP reactiv	EWS-Fli inh	S100A4 MyoIIA	esBAF inh	E-selectin induc
COC(=O)NC(C)N1C(=O)C2C3C=CC(C3)C2C1=O (stereo not given)
  .	-0.7	-3.1	0.0	8.8	-2.7	.	0.0
O=C(/C=C/c1ccccn1)c1cc(Cl)cc(Cl)c1O
  -2.8	-36.9	0.2	0.2	1.3	-4.1	-9.4	-0.1
Cc1noc(C)c1NC(=O)Nc1ccc2c(c1)CC(=O)N([C@@H](C)CO)C[C@@H](C)[C@@H](CN(C)C(=O)Nc1ccc(C(F)(F)F)cc1)O2
  0.4	0.0	.	-0.2	4.8	16.5	2.4	-0.3
COc1ccc(NS(=O)(=O)c2cc(NC(=O)COc3ccccc3)ccc2N2CCOCC2)cc1
  -4.0	-6.7	-1.6	0.2	5.2	2.5	-1.0	-0.1
CCCNC(=O)N(C)C[C@H]1Oc2ncc(-c3ccc(F)cc3)cc2C(=O)N([C@H](C)CO)C[C@H]1C
  -13.1	-7.7	.	-0.3	-12.2	-35.7	2.0	0.3
COc1cc(NC(=O)Cn2cnc3c(nc4n3CCCCC4)c2=O)cc(OC)c1OC
  8.8	8.8	3.9	0.1	.	0.8	1.2	.
O=C(/C=C/c1ccco1)N1CCN(c2ccc(F)cc2)CC1
  .	-26.4	1.2	0.2	-56.1	-3.0	.	-0.2
C[C@H](CO)N1C[C@H](C)[C@H](CN(C)Cc2ccc3c(c2)OCO3)OCCCC[C@H](C)Oc2ccc(NS(=O)(=O)c3ccc(F)cc3)cc2C1=O
  -2.7	21.9	-3.8	0.1	7.3	5.2	1.4	.
CCc1cc(C)cc(OCCNC(=O)c2ncn[nH]2)c1
  -0.8	-3.4	.	.	6.5	-2.3	-1.3	.
COc1ccc(Cl)cc1NC(=O)NCc1ccccn1
  1.2	-0.2	.	0.3	.	-4.3	.	-0.1

The line under a structure holds: RAD54 branch	RAD52 inh	FN deposition inh	XiGFP reactiv	EWS-Fli inh	S100A4 MyoIIA	esBAF inh	E-selectin induc
O=C(CN1C(=O)NC2(CCCCC2)C1=O)NCCCSc1ccccc1
  3.4	-5.8	1.7	0.0	0.4	0.0	0.2	-1.2
Cc1cc(NC(=O)CSc2nnc(NCc3ccco3)s2)no1
  -1.5	-13.8	4.1	0.2	6.2	-2.6	-2.5	-1.2
CC1(C(=O)NCc2ccccc2)CSCC(=O)N1Cc1ccco1 (stereo not given)
  .	-10.3	8.1	0.1	-11.2	0.8	.	0.2
Cc1cccc(C(=O)N(Cc2nc3ccccc3c(=O)[nH]2)C2CCCCC2)c1
  .	-5.5	.	0.0	7.3	-19.0	.	.
COc1ccc(CN(C)C[C@H]2Oc3ccc(NC(=O)Nc4ccc5c(c4)OCO5)cc3CC(=O)N([C@@H](C)CO)C[C@@H]2C)cc1
  -14.4	1.0	0.6	0.0	-2.4	1.4	-0.7	0.0
Cc1cccc(C)c1NC(=O)CN(C)C(=O)c1ccccc1Cc1ccccc1
  .	6.3	2.5	0.0	-1.0	-2.1	.	0.7
N#C[C@H]1[C@H](c2ccc(-c3cncnc3)cc2)[C@@H](CO)N1C(=O)CN1CCOCC1
  0.2	-39.6	-6.7	0.3	-0.6	-4.6	0.9	-0.6
CC(C)C(=O)Nc1ccc2c(c1)C(=O)N(C)[C@H]1CC[C@@H](CC(=O)NCc3ccccc3F)O[C@@H]1CO2
  -4.3	.	-14.2	0.1	7.9	.	-3.4	0.0
CCOC(=O)C1(Cc2cccc(F)c2)CCN(Cc2cnn(CC)c2C)CC1
  .	-7.5	3.4	0.3	3.3	9.4	.	.
CCOC(=O)c1ccc(NC(=O)CCSCCc2ccccn2)cc1
  -1.8	-14.5	-1.5	0.1	-6.0	-8.1	4.3	0.3

At a glance, four of the compounds above.
The line under a structure holds: RAD54 branch	RAD52 inh	FN deposition inh	XiGFP reactiv	EWS-Fli inh	S100A4 MyoIIA	esBAF inh	E-selectin induc
N#C[C@H]1[C@H](c2ccc(-c3cncnc3)cc2)[C@@H](CO)N1C(=O)CN1CCOCC1
  0.2	-39.6	-6.7	0.3	-0.6	-4.6	0.9	-0.6
CC(C)C(=O)Nc1ccc2c(c1)C(=O)N(C)[C@H]1CC[C@@H](CC(=O)NCc3ccccc3F)O[C@@H]1CO2
  -4.3	.	-14.2	0.1	7.9	.	-3.4	0.0
CCOC(=O)C1(Cc2cccc(F)c2)CCN(Cc2cnn(CC)c2C)CC1
  .	-7.5	3.4	0.3	3.3	9.4	.	.
CCOC(=O)c1ccc(NC(=O)CCSCCc2ccccn2)cc1
  -1.8	-14.5	-1.5	0.1	-6.0	-8.1	4.3	0.3

Additional structures:
The line under a structure holds: RAD54 branch	RAD52 inh	FN deposition inh	XiGFP reactiv	EWS-Fli inh	S100A4 MyoIIA	esBAF inh	E-selectin induc
O=[N+]([O-])c1cccc(N2Cc3ccccc3C2)c1
  6.4	-22.1	-4.3	0.1	-26.6	-2.1	10.2	1.6
O=C(COc1ccccc1F)Nc1ccc(N2CCOCC2)cc1N1CCOCC1
  -0.1	-8.2	-0.1	-0.1	9.7	-4.3	4.6	0.1
CC(C)NC(=O)N(C)C[C@@H]1Oc2ncc(-c3ccccc3F)cc2C(=O)N([C@H](C)CO)C[C@@H]1C
  -6.4	-7.8	.	0.3	-16.0	-47.8	7.3	0.1
Cc1ccccc1-c1cnc2c(c1)C(=O)N([C@H](C)CO)C[C@@H](C)[C@@H](CN(C)C(=O)c1ccc(F)cc1)O2
  -5.7	3.0	-6.3	0.2	-1.0	3.6	3.4	0.6
COc1ccc(Cl)cc1NC(=O)Nc1ccc(C(=O)N2CCCC2)cc1
  -0.1	1.4	9.1	0.3	-43.9	-0.1	13.3	.
OC(COC(c1ccc(F)cc1)c1ccc(F)cc1)CN1CCCC1 (stereo not given)
  -6.2	-6.5	-5.0	0.0	9.1	-5.5	9.2	0.3
Cc1ccccc1NC(NC(=O)c1cccnc1)C(Cl)(Cl)Cl (stereo not given)
  .	-24.7	-1.5	0.0	17.6	63.9	.	-0.6
CC(=O)NC(c1ccc(F)c(F)c1)c1nc(-c2cnn(C)c2)cs1 (stereo not given)
  7.4	-3.5	-0.1	0.1	0.8	2.1	-2.9	0.0
CN(C)C(=O)[C@H]1N[C@H]2c3ccc(-c4ccc(F)cc4)c(=O)n3C[C@H]2[C@@H]1CO
  -13.0	1.6	.	-0.1	-9.1	-12.3	-0.8	0.0
C[C@H](CO)N1C[C@H](C)[C@@H](CN(C)S(=O)(=O)c2ccccc2)Oc2ccc(N(C)C)cc2C1=O
  -3.7	-24.2	.	-0.9	4.3	-14.1	-0.4	-6.0

The line under a structure holds: RAD54 branch	RAD52 inh	FN deposition inh	XiGFP reactiv	EWS-Fli inh	S100A4 MyoIIA	esBAF inh	E-selectin induc
C[C@@H]1CCCCO[C@@H](CN(C)CC2CC2)[C@H](C)CN([C@H](C)CO)C(=O)c2cc(NC(=O)C3CCCCC3)ccc2O1
  9.4	32.0	.	0.4	.	2.2	-2.3	0.0
O=C(NCC[C@H]1CC[C@H](NS(=O)(=O)c2cccc(Cl)c2)[C@H](CO)O1)c1cnccn1
  0.3	10.7	-0.6	0.4	-4.0	5.4	-1.4	-0.4
CCOc1ccc(/C=C(/NC(=O)c2ccc(Cl)cc2)C(=O)O)cc1OCC
  .	-1.5	7.0	.	9.5	8.3	.	0.6
Clc1ccc(CN2CCCCCC2)cc1
  -16.1	-1.0	-5.1	0.0	-2.9	0.9	-3.7	.
CC1CCc2cc(F)ccc2N1C(=O)CSc1nnc2c(n1)[nH]c1ccc(F)cc12 (stereo not given)
  1.1	-1.6	.	.	39.6	-3.2	-2.5	.
Cc1cc(=O)n2[nH]c(CCC(=O)O)nc2n1
  .	-9.5	-1.8	0.0	-4.9	-8.6	.	0.7
Cc1cc(C)cc(NC(=O)C2CCCN2S(=O)(=O)c2ccc3c(c2)n(C)c(=O)c(=O)n3C)c1 (stereo not given)
  0.9	-7.7	1.7	0.2	2.6	2.3	2.8	0.0
Cc1cc(C)n(-c2ccc(C(=O)OCC(=O)Nc3ccc(S(N)(=O)=O)cc3)cc2)n1
  -2.7	-10.9	-2.9	0.5	0.7	11.3	0.6	-0.2
C[C@H]1CN([C@@H](C)CO)C(=O)Cc2cc(NC(=O)Nc3ccc(C(F)(F)F)cc3)ccc2O[C@H]1CN(C)Cc1ccc(-c2ccccc2)cc1
  0.0	4.7	.	-0.5	-4.9	-1.2	-6.0	0.8
CC(C)NC(=O)N1[C@H](CO)[C@@H](c2ccc(C#CC3CCCCC3)cc2)[C@@H]1C#N
  3.0	-7.8	-14.8	-0.1	11.5	-10.5	-7.1	-0.4
Nc1ccc(S(=O)(=O)NC2=NCCCCC2)cc1
  -3.0	-4.2	-1.8	0.3	-9.1	-1.1	.	-4.8
Cc1cccc(N(CC(=O)NCc2ccco2)C(=O)CCC(=O)Nc2nccs2)c1C
  3.3	1.6	-1.4	0.1	3.7	-5.0	7.3	0.8
